High-throughput results (PubChem BioAssay)
p-CIP stab down = p/CIP protein destabilization | Q05BA5 | F442A p/CIP-EGFP cells, EGFP fluorescence, 16 h | decrease of EGFP signal, % at 10 µM | 290,000 compounds, 0.01% hits;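 active = EGFP signal decrease of at least 30% at 10 µM or well 3 SD below plate mean, unless failing retest; inactive = the rest, including hits failing retest or dose response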; also: some compounds called inactive have numbers as strong as hits; many of its hits are not listed in these tables
Target sequence (Q05BA5 1-1403): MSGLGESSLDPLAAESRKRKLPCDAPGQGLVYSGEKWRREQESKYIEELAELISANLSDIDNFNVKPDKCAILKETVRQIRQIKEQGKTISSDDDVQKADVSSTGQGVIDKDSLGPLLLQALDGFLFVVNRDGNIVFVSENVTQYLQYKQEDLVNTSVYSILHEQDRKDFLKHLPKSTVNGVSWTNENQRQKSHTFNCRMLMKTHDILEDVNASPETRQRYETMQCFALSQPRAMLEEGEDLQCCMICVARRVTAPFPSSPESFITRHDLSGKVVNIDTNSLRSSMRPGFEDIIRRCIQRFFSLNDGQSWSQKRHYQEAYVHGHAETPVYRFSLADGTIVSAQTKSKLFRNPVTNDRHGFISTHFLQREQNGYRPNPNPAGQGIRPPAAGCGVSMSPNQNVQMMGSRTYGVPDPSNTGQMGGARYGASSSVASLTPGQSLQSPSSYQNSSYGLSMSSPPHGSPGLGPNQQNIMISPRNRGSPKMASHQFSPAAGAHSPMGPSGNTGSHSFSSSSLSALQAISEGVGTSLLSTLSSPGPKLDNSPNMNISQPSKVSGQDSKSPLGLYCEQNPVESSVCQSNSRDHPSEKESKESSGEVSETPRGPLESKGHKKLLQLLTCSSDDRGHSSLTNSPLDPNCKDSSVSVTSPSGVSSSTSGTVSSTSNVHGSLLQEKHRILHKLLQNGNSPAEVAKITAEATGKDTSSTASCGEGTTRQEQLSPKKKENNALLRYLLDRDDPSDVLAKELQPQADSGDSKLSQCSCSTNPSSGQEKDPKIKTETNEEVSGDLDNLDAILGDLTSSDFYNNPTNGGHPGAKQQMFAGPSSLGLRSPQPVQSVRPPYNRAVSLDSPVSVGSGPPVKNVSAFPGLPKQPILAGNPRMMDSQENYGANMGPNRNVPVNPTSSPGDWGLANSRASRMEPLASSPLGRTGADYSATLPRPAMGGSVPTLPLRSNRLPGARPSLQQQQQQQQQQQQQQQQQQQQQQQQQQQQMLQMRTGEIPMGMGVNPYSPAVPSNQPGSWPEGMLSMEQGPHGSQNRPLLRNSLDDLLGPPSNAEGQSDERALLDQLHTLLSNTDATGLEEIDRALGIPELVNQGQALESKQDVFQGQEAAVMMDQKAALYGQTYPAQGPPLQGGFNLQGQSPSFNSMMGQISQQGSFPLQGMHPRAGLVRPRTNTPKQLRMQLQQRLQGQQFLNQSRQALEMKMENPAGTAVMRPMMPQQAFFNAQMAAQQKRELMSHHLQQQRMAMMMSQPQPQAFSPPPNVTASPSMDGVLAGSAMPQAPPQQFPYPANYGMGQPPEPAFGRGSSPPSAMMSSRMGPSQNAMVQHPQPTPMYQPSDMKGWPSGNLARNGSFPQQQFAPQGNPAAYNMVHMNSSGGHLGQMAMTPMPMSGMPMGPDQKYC
IMP-1 inh = inhibitors of Pseudomonas aeruginosa IMP-1 metallo-beta-lactamase; purified IMP-1, nitrocefin hydrolysis, epi-absorbance fluorescence; inhibition, % at 5.6 µM; 290,000 compounds, 0.45% hits; AID 1556;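 active = inhibition above the mean plus 3 SD of all compounds in the same screening run, cut at about 4.5% in these data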;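 also: 0% = IMP-1 with DMSO and 100% = DMSO wells lacking enzyme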
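System: purified IMP-1 / Input: IMP-1 dispensed at 0.2 nM / Medium: 50 mM HEPES pH 7.1, 50 µM ZnSO4, 0.05% Brij 35 / Timing: 15 min enzyme–compound preincubation, then 25 min nitrocefin reaction, 25 °C / Technique: plate fluorescence quenching by hydrolysis product, ex 480/em 530 nm / Repeats: singlicate testing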
SUMO HTRF inh = blocks human SUMOylation mediated by UBC9; inhibition, % at 35 µM; HTRF SUMOylation assay, SAE1/SAE2 + UBC9, in vitro; 290,000 compounds, 0.36% hits; in the data active = inhibition above about 50%, passing the limit was not always enough; also: strong numbers were not always called active
PfM18AAP inh = blocks P. falciparum M18 aspartyl aminopeptidase; 290,000 compounds, 1.2% hits; inhibition, % at 7.35 µM; recombinant PfM18AAP, H-Glu-NHMec fluorogenic cleavage; AID 1822;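 active = inhibition above the campaign mean inhibition over all tested compounds plus 3 SD, cut at about 28% in these data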;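 also: 0% = plate median of test compound wells and 100% = 2 mM ZnCl2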
FID counter = counter-screen for HCV NS3 helicase inhibitors: DNA intercalator displacement; inhibition, % at 7.9 µM; 290,000 compounds, 0.17% hits; DNA fluorescent intercalator displacement, fluorescence; AID 1845; in the data active = inhibition above about 37%;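 also: 0% = vehicle and 100% = reference compound; higher means more ethidium bromide displaced from hairpin DNA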
VIM-2 inhibitor = blocks Pseudomonas aeruginosa VIM-2 metallo-beta-lactamase; purified VIM-2, nitrocefin hydrolysis, epi-absorbance fluorescence; inhibition, % at 5.6 µM; 290,000 compounds, 0.89% hits; AID 1527;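 active = inhibition above the mean of all tested compounds plus 3 SD, cutoff set per screening run, cut at about 7.5% in these data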;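 also: red hydrolysis product quenches plate fluorescence so inhibitors raise well fluorescence; 0% = enzyme with DMSO and 100% = DMSO without enzyme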
IDE act = IDE (human) activation, cell-based | P14735 | HEK cells, FAbeta-B cleavage, fluorescence polarization; 0% vehicle, 100% cell-free pure enzyme wells | activation, % at 5.96 µM | 340,000 compounds, 0.073% hits | AID 493087;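 active = activation above the mean of all tested compounds plus 3 SD, set per screening campaign, cut at about 17% in these data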
HCV NS3 hel inh = HCV NS3 helicase inhibition. 290,000 compounds, 0.56% hits. NS3 helicase DNA unwinding, Cy5 molecular beacon fluorescence. inhibition, % at 10.9 µM. AID 1800;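 active = inhibition above the mean of all tested compounds plus 3 SD, set per campaign, cut at about 35% in these data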;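 also: 0% = DMSO wells and 100% = thioflavine S control wells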
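Assay system: hepatitis C virus NS3 helicase domain fragment enzyme. Also added: annealed dual-labelled DNA beacon duplex, ATP-started. Timing: 1 h reaction at 25 °C, ATP-initiated. Technique: Cy5 fluorescence at 0 and 60 min, beacon hairpin quenching. Evaluation: % inhibition of unwinding. Replication: one well per compound.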
IDE cell inh = cellular human IDE inhibition; HEK cells, FAbetaB cleavage, fluorescence polarization; inhibition, % at 5.59 µM; AID 434962; 320,000 compounds, 0.41% hits;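 active = percent inhibition above the average of all tested compounds plus 3 SD, set per screening campaign, cut at about 16% in these data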;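 also: IDE supplied by intact live HEK cells; FP after avidin binding of uncleaved biotin substrate so inhibition keeps polarization high; 0% = DMSO wells and 100% = 60 µM reference IDE inhibitor Ii1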
Starred values were filed as active, the others as inactive; x = no result given. Outcome played no part in choosing rows, and some 3.6% of all compounds hit somewhere here.

Below each SMILES – p-CIP stab down	IMP-1 inh	SUMO HTRF inh	PfM18AAP inh	FID counter	VIM-2 inhibitor	IDE act	HCV NS3 hel inh	IDE cell inh
Cc1ccc(NS(=O)(=O)c2cn(C)cn2)cc1
    -4	-8.2	-4	-2	-3	-3.0	2	4	2
CCNc1nc(NCC)nc(C(=O)NN)n1
    -8	-4.1	-45	8	-8	-3.1	-3	-1	5
Cc1ccc(Oc2c(C(N)=O)cc([N+](=O)[O-])cc2[N+](=O)[O-])cc1
    -21	-1.6	11	-17	14	-1.4	3	-15	3
CCN(CC)CCCCNc1ncc2cc(-c3cc(OC)cc(OC)c3)c(NC(=O)NC(C)(C)C)nc2n1
    -22	-2.7	-3	5	20	17*	-2	-92	11
COc1ccc(-c2nnc(SCC(=O)NCC3CCCO3)n2C)cc1 (configuration not stated)
    4	-2.3	7	-4	-4	-2.1	-3	-4	0
CSc1ccc(CNc2nnnn2C)cc1
    -6	-1.3	13	8	-2	-1.4	-4	-10	-5
Cc1ccc[n+](C2C(c3ccc([N+](=O)[O-])cc3)C(C#N)=C([S-])NC2(O)C2CC2)c1 (configuration not stated)
    11	-2.5	16	-1	7	-2.3	2	-42	11
COc1ccc(-c2ccc3ccccc3n2)cc1
    -6	-1.1	24	10	-10	-2.1	3	-10	6
Cc1ccc(C)c(N2CCN(C(=S)Nc3ccc4nc(N5CCOCC5)cc(C)c4c3)CC2)c1
    -17	-1.7	3	2	4	-4.7	-5	-17	0
Cc1cc(C)c2c(N)c(C(=O)N3CCN(c4ncccn4)CC3)sc2n1
    -7	-0.6	-3	1	-7	2.2	-5	-17	7
CCCn1c(-c2ccc(OC)cc2)nc2nc3ccccc3nc21
    -10	-0.3	32	-12	-8	1.3	-2	1	5
COc1ccc(S(=O)(=O)N2Cc3ccccc3CC2C(=O)Nc2nccs2)cc1OC (configuration not stated)
    -4	-3.3	-13	8	-10	-4.8	5	-13	2
Cc1cc(C)nc(NS(=O)(=O)c2ccc(Br)s2)c1
    -35	-1.5	25	-9	-10	-3.7	5	10	-1
COc1ccc(N(CCCN2C(=O)c3cccc4cccc(c34)C2=O)C(=O)c2cccc(OC)c2)cc1
    3	-2.3	-12	-1	-24	1.0	4	-16	2
COc1ccc(C2=C(O)C(C)N(c3ccccc3)C2=N)cc1OC (configuration not stated)
    5	-0.9	3	0	0	0.9	-1	-3	9
COc1ccc(CCCc2nnc(SCC(=O)Nc3nc(C)cs3)n2C)cc1
    2	-1.9	-13	1	-15	-4.1	1	15	4
Cc1ccc(-c2nn(CCC(=O)NN3CCOCC3)c(=O)c3ccccc23)cc1
    -11	-0.1	16	-4	-21	-0.6	x	1	6
CC(C)n1c(O)c(N=NC(=O)CNC(=O)Cc2ccc(Cl)cc2)c2ccccc21
    0	-1.4	10	-2	-42	-1.0	6	-4	-5
COc1ccccc1C(=O)C1CCCN(C(=O)c2ccc3c(c2)OCCO3)C1 (configuration not stated)
    -7	-2.7	7	1	-22	-4.4	-1	-7	4
Cc1ccc(-c2cc(C(=O)Nc3c(C)n(C)n(-c4ccccc4)c3=O)[nH]n2)c(O)c1C
    4	-3.4	9	16	-30	-4.3	0	-8	3
Cc1ccc(N2CCN(c3cc(C)nc4nc(C)nn34)CC2)c(C)c1
    10	2.1	3	5	-36	1.3	2	-12	2
COc1ccc(/C=C/C(=O)Nc2nc(C)cc(C)n2)cc1OC
    -16	-6.2	30	-6	-8	-2.8	3	0	0
Cc1cc(C)c2nc(SC3CCOC3=O)cc(C)c2c1 (configuration not stated)
    -25	-2.6	0	-2	-13	-1.4	-2	8	-3
CSc1ncc(C(C)=O)c(C)n1
    -8	-2.5	15	4	-3	-0.8	-1	7	-6
CCCc1cc(=O)oc2cc(OCC(=O)NCCCn3ccnc3)c(Cl)cc12
    -7	-3.4	4	-2	-6	19*	6	-2	2
CC(C)n1nc(C(=O)Nc2nc3ccc(S(C)(=O)=O)cc3s2)c2ccccc2c1=O
    -15	x	3	x	x	x	-3	x	-2
CC(=O)c1sc(NC(=O)c2ccc(F)cc2)nc1-c1ccccc1
    -3	-3.6	13	0	1	-6.1	-1	-23	2
O=C(Nc1ccccc1N1CCN(C(=O)c2ccc(Cl)cc2)CC1)c1ccc([N+](=O)[O-])o1
    12	-3.0	5	6	-41	-3.3	5	-9	2
O=C(NCc1ccco1)/C(=C\c1ccco1)NC(=O)c1ccco1
    -13	-3.4	2	-1	-6	-4.3	-3	11	8
CCCCC(=O)Nc1ccc(N2CCN(C(=O)CC)CC2)cc1
    -10	-1.1	12	1	0	-1.1	-2	4	3
N=C1/C(=C/c2cccn2Cc2ccc(Cl)cc2)C(=O)N=C2SC=CN12
    -12	-2.1	50*	2	0	-5.6	9	1	4
CCC[N+](C)(C)C(C)C(OC(C)=O)c1ccccc1 (configuration not stated)
    -2	0.1	7	6	-7	-1.3	1	26	8
C=CCNC(=O)c1ccc(C2SCC(=O)N2Cc2ccccc2)cc1 (configuration not stated)
    -3	-1.0	6	-4	-8	-2.4	2	4	13
COc1cc2c(cc1OC)C(c1ccc([N+](=O)[O-])cc1)NCC2 (configuration not stated)
    -4	-1.2	5	18	-8	-2.1	2	-4	0
CCN1N=C(c2cc(Cl)sc2Cl)CSC1=O
    -12	-3.4	-23	-2	-5	-0.4	-1	-5	1
O=C(N/N=C/c1ccccc1OC(=O)c1ccc2c(c1)OCO2)c1cccc(F)c1
    -1	-1.9	6	-5	-17	-3.2	0	16	-2
CCOc1ccc(C(=O)NC(C(=O)NCc2ccccc2OC)C(C)C)cc1 (configuration not stated)
    -1	-2.2	0	-1	-3	-1.7	1	-5	-9
CCOc1ccc(/C=C2\NC(=S)NC2=O)cc1
    -5	-2.6	-1	2	-4	-4.6	2	-1	6
COc1ccc(C(C(=O)NC2CCCCC2)N(Cc2ccco2)C(=O)CNC(=O)c2ccco2)cc1 (configuration not stated)
    x	-2.7	x	0	-8	-1.0	4	0	-1
COC(=O)c1nn(-c2ccccc2)c(Sc2ccc(Br)cc2)c1/C=N/O
    -7	-2.4	0	8	-13	-0.1	1	-9	1
CC1(C)CCC(=O)N2CC[C@H]3C[C@H](OC(=O)Nc4ccccc4)C[C@@H]1[C@H]32
    0	-0.6	3	-5	-16	0.4	1	-8	1
O=C1COc2ccc(C(=O)c3ccccc3C(=O)NCc3ccccc3)cc2N1
    4	-4.7	-3	6	-15	0.2	5	3	-7
CC(C)c1nn(-c2cc(C(F)(F)F)ccn2)c(=O)o1
    -1	-2.0	4	1	-5	-2.4	4	-9	0
O=C(CCCc1nc(-c2ccccc2)no1)N1CCOCC1
    9	-2.8	-1	-1	-3	-2.0	5	0	1
Cc1ccccc1-c1n[nH]c(=S)n1/N=C/c1ccc(-c2ccccc2Br)o1
    -10	-4.5	3	7	-9	-6.2	-5	7	x
CCCOc1ccc2c(C)c(CC(=O)OC)c(=O)oc2c1
    5	-2.9	-4	2	-13	-0.2	-7	3	-7
CN1c2ccccc2C(C)(C)C12CCCC(=O)N2 (configuration not stated)
    5	-1.3	-21	6	0	-1.9	-1	0	3
O=C(Nc1ccc(Cl)cn1)Nc1cccs1
    -2	0.1	-3	-1	-5	-1.4	4	0	4
O=C(CSc1nc(-c2ccc(F)cc2)cc(C(F)(F)F)n1)NCCN1CCOCC1
    2	-2.8	26	3	-3	-0.7	-1	1	0
COc1ccc(CCNC(=O)C(NS(=O)(=O)c2cccc3nsnc23)C(C)C)cc1OC (configuration not stated)
    -8	0.0	10	-10	-14	-2.7	0	1	0

Additional structures:
Below each SMILES – p-CIP stab down	IMP-1 inh	SUMO HTRF inh	PfM18AAP inh	FID counter	VIM-2 inhibitor	IDE act	HCV NS3 hel inh	IDE cell inh
CCc1nnc(N/N=C/c2ccc(O)c(OC)c2)n1N
    -21	-0.6	9	-1	0	1.6	3	-2	-5
CCn1c(SC(C)C)nnc1-c1cc(-c2ccccc2)sc1N
    7	-6.6	-28	0	-31	-5.6	5	12	2
O=C(c1ccc(=O)[nH]c1)N1CCN(S(=O)(=O)c2ccccc2)CC1
    12	-0.7	-16	-3	-5	-1.3	0	-2	4
COC(=O)c1sc(-c2ccccc2)cc1NC(=O)c1ccc(OC)cc1
    -4	-1.1	11	0	-4	-4.1	-1	-4	1
CCCCOC(=O)Nc1ccc(C(N)=O)cc1
    -2	0.2	4	9	0	-0.6	2	0	1
CC(=O)Nc1ccc(C(=O)OCC(=O)N(Cc2ccccc2)C(C)(C)C)cc1
    -4	-6.0	3	3	-26	-7.3	-2	0	3
O=C(CSc1nnc(COc2ccc(F)cc2)o1)N1CCCCC1
    -7	-1.5	-4	-3	-17	-0.6	3	-1	-2
Cc1ccc(NC(=O)NCc2c(C)nn(C)c2C)cc1Cl
    -7	-2.4	-6	2	-2	-6.2	2	-3	2
Cc1cccc(NC(=O)C[n+]2ccccc2)c1
    -10	-6.2	6	-1	3	0.2	0	-4	1
NNC(=O)c1sc(-c2ccccc2)cc1N
    -20	-2.6	-11	9	-3	-3.1	3	0	1
CCN(CC)CCN(C(=O)c1ccc(C(=O)c2ccccc2)cc1)c1nc2ccc(OC)cc2s1
    2	-0.2	4	0	13	-1.6	1	-15	-5
O=C(NCCN1C(=O)S/C(=C\c2ccc(Cl)c(Cl)c2)C1=O)c1cnccn1
    -3	-2.5	6	2	-5	-2.2	1	8	-1
Cc1ccc(C(=O)C=CNNC(=O)c2ccccc2)cc1
    -7	-5.5	0	3	-20	-3.1	2	13	5
O=C(CNC(=O)c1cccs1)NCC(=O)OCc1ccccc1Br
    4	-2.7	9	-7	-3	-4.1	5	3	-2
COc1cccc(CNC(=O)CCCCCNC(=O)N2CCn3c2nc2ccccc23)c1
    0	-4.5	-1	1	-57	-2.3	-1	3	9
O=C(NC1CCCCC1)C1CCN(C(=O)NCc2ccccc2)CC1
    -21	-3.7	9	3	-10	-3.5	2	0	5
Cn1nccc1NC(=O)c1nccnc1C(=O)O
    -2	-2.1	0	8	5	0.9	5	-4	4
CCN(CC)CCSc1nnc2c3ccccc3n(CCc3ccccc3)c2n1
    -10	-2.8	8	8	2	11*	3	-18	-3
Cc1nc2ccc(NC(=O)Cc3cccc(F)c3)cc2s1
    -31	-1.9	18	0	-3	0.7	0	-2	-2
CC(C)(C)C(=O)COC(=O)c1ccc(O)cc1
    -8	-9.4	2	-2	-5	-0.8	3	-6	-2
CC(C)(C)OC(=O)CNC(=O)c1nc[nH]c1C(=O)NCc1ccccc1
    -5	-2.1	-14	8	-30	-4.2	3	6	-4
COc1ccccc1N(CC(=O)NCCSCc1ccc(C)cc1)S(=O)(=O)c1ccccc1
    8	-0.2	-19	-1	-60	1.1	5	-9	-2
